# Screens from PubChem.
# Myeloid diff 2: induction of myeloid progenitor differentiation, primary screen, cell-based, flow cytometry, MLPCN library; ER-HoxA9 myeloid progenitors, lysozyme-GFP differentiation; calls only at 10 µM; 360,000 tested, 1% active; AID 624256, 2012;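 active = normalized GFP-positive differentiation at or above the plate's own cutoff, the solvent-only control mean plus 3 SD; inconclusive = no clear call, values can overlap the other calls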;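 also: cells exposed to compound for four days before flow analysis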
# Myeloid diff 2 GFP+ MAC1+ %: further read-out of Myeloid diff 2, marked with its call; GFP+ MAC1+ double positive, %; measured here: differentiation confirmed by MAC1 staining
# * = called active by the depositor; i = inactive; ? = inconclusive; · = no result given; + = active, no number; & = joins results of further samples.
# Below each compound: Myeloid diff 2	Myeloid diff 2 GFP+ MAC1+ %
> Brc1ccc(-c2noc3c2-c2nc(C4CCCCC4)sc2CC3)cc1
    i	1.9
> CC(=O)NC(C)(c1ccccc1)c1nc(-c2ccncc2)cs1 (stereo not given)
    i	1.4
> COc1ccc(CNC(=O)c2cccc(NC(=O)CC3SC(N4CCCCC4)=NC3=O)c2)cc1 (stereo not given)
    i	0.8
> CCCCn1c(N)c(N(CC(C)C)C(=O)c2cc(S(=O)(=O)N3CCOCC3)ccc2Cl)c(=O)[nH]c1=O
    i	0.2
> CN(C(=O)COC(=O)CCC(=O)c1ccc(Cl)cc1)c1c(N)n(Cc2ccccc2)c(=O)[nH]c1=O
    i	0.3
> CC(=O)N(c1ccccc1)C(C(=O)c1ccccc1)c1ccccc1 (stereo not given)
    i	1.2
> Fc1ccc(CSc2ncnc3c2ncn3C2CCCCO2)cc1 (stereo not given)
    i	0.7
> Cc1ccc(F)cc1-c1nc(NCC2CC2)nc2ccsc12
    i	0.3
> O=C(CCNC(=O)c1ccc([N+](=O)[O-])cc1)NCc1ccccc1
    i	0.8
> COc1ccc([C@H]2C[C@H](O)[C@@H](n3cc(-c4ccc(F)cc4)nn3)CN2CC2CCCCC2)cc1
    i	0.5
> CC(C)[C@@H]1CC[C@@H](C)C[C@H]1O
    i	3.0
> CCOC(=O)C1CCN(C(=O)COC(=O)/C=C/c2ccccc2)CC1
    i	0.1
> CC1(C(=O)Nc2cccc3c2CCCC3)CCN1C(=O)c1cccc(F)c1 (stereo not given)
    i	0.8
> CC1=C(C(=O)O)N2C(=O)C(NC(=O)c3c(F)cccc3F)C2SC1 (stereo not given)
    i	2.1
> Cc1ccc(C(=O)c2ccccc2C(=O)OCC(=O)N2CCCC2)cc1
    i	1.4

# Part of the list above in a different format:
molecule	Myeloid diff 2	Myeloid diff 2 GFP+ MAC1+ %
CCCCn1c(N)c(N(CC(C)C)C(=O)c2cc(S(=O)(=O)N3CCOCC3)ccc2Cl)c(=O)[nH]c1=O	i	0.2
CC(C)[C@@H]1CC[C@@H](C)C[C@H]1O	i	3.0
CC(=O)N(c1ccccc1)C(C(=O)c1ccccc1)c1ccccc1 (stereo not given)	i	1.2
COc1ccc(CNC(=O)c2cccc(NC(=O)CC3SC(N4CCCCC4)=NC3=O)c2)cc1 (stereo not given)	i	0.8

# Next part
# Below each compound: Myeloid diff 2	Myeloid diff 2 GFP+ MAC1+ %
> NS(=O)(=O)c1ccc(NC(=O)COC(=O)CC2Sc3ccccc3NC2=O)cc1 (stereo not given)
    i	0.6
> Cc1nc(-c2ccc(F)cc2)c(CC(=O)N(C)CC(=O)Nc2cccc(F)c2)s1
    i	2.7
> CCOC(=O)c1cc2c(c(-c3ccccc3)n1)[C@@H](CCO)N(S(=O)(=O)C(C)(C)C)C2
    i	0.2
> Cc1cccc(C(=O)OCC(=O)Nc2c(C)nn(-c3ccccc3)c2C)c1O
    i	0.6
> C[C@@H]1C=C(C(=O)NCc2nc3ccccc3[nH]2)O[C@H](OCCCCO)C1
    i	0.8
> O=S(=O)(NC1CCN(S(=O)(=O)c2ccc3c(c2)OCCO3)C1)c1c(F)cccc1F (stereo not given)
    i	1.8
> CS(=O)(=O)c1ccc(Nc2nc(C(N)Cc3ccccc3)cs2)cc1 (stereo not given)
    i	2.2
> COc1ccc(CN(C)C(=O)Cc2ccc(OC)c(S(=O)(=O)N3CCOCC3)c2)cc1OC
    i	1.4
> COc1ccc(-c2nc3ccc(Cl)cn3c2Cc2ccsc2)cc1OC
    ?	·
> OC[C@@H]1CN(Cc2ccc3c(c2)OCO3)C[C@H](n2cnc3c(NC4CC4)ncnc32)O1
    i	2.0
> Cc1ccc(C)c(N2N=C(C(=O)Nc3cccc(S(=O)(=O)N4CCCCC4)c3)CCC2=O)c1
    i	0.9
> CC(=O)Nc1ccc(NC(=O)C(C)OC(=O)C(C)SCC(=O)Nc2ccc(C)cc2)cc1 (stereo not given)
    i	0.6
> COc1cc(/C=C/C(=O)NNC(=O)c2cccc(S(=O)(=O)N(C)C)c2)cc(OC)c1OC
    i	0.5
> CC1(NC(=O)c2cccc(S(=O)(=O)N3CCN(c4ccccc4)CC3)c2)CCS(=O)(=O)C1 (stereo not given)
    i	0.9
> O=C(N[C@H]1c2ccccc2C[C@H]1O)[C@H]1O[C@@H](n2ccc(=O)[nH]c2=O)[C@H](O)[C@@H]1O
    i	0.8
> Cc1ccc(NC(=O)c2ccc(C)cc2)cc1
    i	1.1
> CN(C)c1ccc(-c2ccc3oc(-c4ccsc4)cc(=O)c3c2)cn1
    ?	·
> COc1ccc(CCN(C)C(=O)c2ccc(C)c(S(=O)(=O)N3CCCCC3)c2)cc1OC
    i	0.3
> C[C@H](NC(=O)c1ncn(Cc2ccccc2)c1C(=O)N[C@@H](C)c1ccccc1)c1ccccc1
    i	0.6
> CNc1ccc(C(=O)OCC(=O)NC(=O)NC2CCCCC2)cc1[N+](=O)[O-]
    i	1.1
> Cc1ccc(C(=O)CCC(=O)Nc2cc(C)ccn2)cc1
    i	0.2
> O=C(C[C@H]1CC[C@H]2[C@@H](COC[C@@H](O)CN2S(=O)(=O)c2ccccc2)O1)N[C@@H]1CCN(Cc2ccccc2)C1
    i	1.9
> O=C(OCc1cc(=O)oc2cc(O)ccc12)c1cc(S(=O)(=O)N2CCOCC2)ccc1F
    i	1.1
> Cc1cc2oc(=O)cc(-c3ccccc3)c2c(C)c1-c1ccc(O)cc1
    i	1.3
> CN(CC(=O)Nc1ccc(Cl)cc1)C(=O)C1CCCC1
    i	0.7
> CCOC(=O)C1=CCN(S(C)(=O)=O)C1c1ccc(C)cc1 (stereo not given)
    i	1.2
> CC1(C)NC(=O)N(c2ccc([N+](=O)[O-])c(C(F)(F)F)c2)C1=O
    i	1.5
> COC(=O)[C@@]12C[C@@H](CC(=O)N3CCOCC3)C(=O)N(Cc3ccc4c(c3)OCO4)C1=CCC(C)(C)C2
    i	3.7
> CC(Sc1nncn1C)C(=O)Nc1ccc2ccccc2c1 (stereo not given)
    i	1.4
> c1ccc(C[C@H]2CN=C(Nc3ccccc3)N2CCCC2CCCCC2)cc1
    i	1.5

# Arranged by the number under Myeloid diff 2 GFP+ MAC1+ % (lowest first): three from the list above
SMILES,Myeloid diff 2 GFP+ MAC1+ %
O=C(CCNC(=O)c1ccc([N+](=O)[O-])cc1)NCc1ccccc1,0.8
c1ccc(C[C@H]2CN=C(Nc3ccccc3)N2CCCC2CCCCC2)cc1,1.5
Brc1ccc(-c2noc3c2-c2nc(C4CCCCC4)sc2CC3)cc1,1.9

# Remaining list, next part
# Below each compound: Myeloid diff 2	Myeloid diff 2 GFP+ MAC1+ %
> COc1ccc(NC(=O)c2cc(S(=O)(=O)N3CCCCC3)ccc2C)cc1S(=O)(=O)N1CCOCC1
    i	0.2
> CCOc1ccccc1C(=O)N[C@H](C(=O)OCc1csc(CC(=O)Nc2ccc(C)cc2)n1)C(C)C
    i	1.3
> C[C@@H]1CCCCO[C@H](CN(C)Cc2ccccc2)[C@@H](C)CN([C@H](C)CO)C(=O)c2cc(NC(=O)c3ccccc3)ccc2O1
    i	0.5
> COc1ccc(NC(=O)COC(=O)CCSc2ccccc2)cc1
    i	0.5
> OC(c1ccc(Cl)c(F)c1)c1ncc(-c2ccc(F)cc2)[nH]1 (stereo not given)
    i	2.6
> CCCCC1CC(=O)NC1(C(=O)OCC)C(=O)OCC (stereo not given)
    i	0.3
> CCCS(=O)(=O)c1nc(S(=O)(=O)c2ccc(C)cc2)c(N2CCCCC2)s1
    i	1.0
> CCc1c(C2(O)CCCCC2)[nH]c2cnccc12
    i	2.5
> O=C(CCc1nc2ccccc2c(=O)[nH]1)Nc1nnc(SCc2ccc(F)cc2)s1
    i	0.6
> Cc1nn2c(CN(C(=O)c3ccco3)c3ccccc3)nnc2c2ccccc12
    i	2.2
> CC(=O)N1C2=CCCC3CCCCC23c2ccccc21 (stereo not given)
    +	14.0*
> Cc1ccc(C)c(N2CCN(C(=O)CCc3nc(-c4cccc(Br)c4)no3)CC2)c1
    i	0.6
> COc1ccc(NC(=O)COC(=O)c2cc3c(s2)CCC3)cc1
    i	0.9
> O=C(Nc1ccc(OCC(F)(F)C(F)F)c(C(F)(F)F)c1)c1ccc(Cl)cc1
    i	0.4
> CCCn1c(NC(=O)CN2C(=O)NC3(CCCC3)C2=O)nc2ccccc21
    i	0.5
> CC1(C(=O)O)CCCN(C(=O)c2ccc(OC(F)F)cc2)C1 (stereo not given)
    i	1.0
> O=C(COc1ccc(Cl)cc1Br)Nc1nnc(C2CC2)s1
    i	0.2
> Nc1ccc(Oc2ccc(N)c([N+](=O)[O-])c2)cc1[N+](=O)[O-]
    i	0.7
> O=C(Nc1c(-c2ccccc2)[nH][nH]c1=O)c1ccco1
    i	0.9
> O=C(CN1C(=O)NC2(CCCCCC2)C1=O)Nc1ccc(OC(F)(F)F)cc1
    i	1.4
> C#Cc1ccc(NC(=O)C2(C)CCN2C(=O)CC(c2ccccc2)c2ccccc2)cc1 (stereo not given)
    i	1.0
> COc1ccccc1NC(=S)NN=C(C)c1ccccn1
    ?	·
> CC(=O)Nc1cccc(NC(=O)c2cccc(S(=O)(=O)N3CCN(Cc4ccccc4)CC3)c2)c1
    i	1.0
> CN(Cc1ccc(Cl)c(Cl)c1)C(=O)C1CSC2(C)CCC(=O)N12 (stereo not given)
    i	0.4
> CCOC(=O)N1CCN(C(=O)COC(=O)COc2c(C)cc(C)cc2C)CC1
    i	1.1
> COc1cc(Cl)c(C)cc1NC(=O)CN1C(=O)C2CCCCC2C1=O (stereo not given)
    i	0.5
> O=C(O)c1cc(O)c2c(c1)[C@H]([C@H]1c3cc(C(=O)O)cc(O)c3C(=O)c3c(O[C@@H]4O[C@H](CO)[C@@H](O)[C@H](O)[C@H]4O)cccc31)c1cccc(OC3O[C@H](CO)[C@@H](O)[C@H](O)[C@H]3O)c1C2=O (stereo not given in full)
    i	1.5
> CN(C)c1nc(NNC(=O)c2ccccc2)nc(N(C)C)n1
    i	0.5
> CCC1Nc2ncnc(N3CCOCC3)c2N(Cc2ccc(Br)cc2)C1=O (stereo not given)
    i	0.9&0.7
> Cc1ccc(NC(=O)C/C(N)=N/OC(=O)Nc2cccc(Cl)c2)cc1
    i	0.5
> COc1cccc(CN(C)CCCn2cnc3c(OC)ncnc32)c1
    i	1.9
> CC(=O)Nc1c(Cl)cc2c(c1Cl)Cc1cc(C#N)ccc1-2
    i	0.6
> O=C(CCNS(=O)(=O)c1cccc(C(F)(F)F)c1)NCc1ccco1
    i	1.8
> COc1cccc(-c2cc3nc(NCc4ccccc4F)n(C)c(=O)c3s2)c1
    i	0.8
> C[C@@H]1CN([C@@H](C)CO)S(=O)(=O)c2ccc(-c3ccccc3)cc2O[C@@H]1CN(C)Cc1ccccc1C(=O)O
    i	0.3
> CCC(C)(C)C1CCC2(CC1)NC(=O)N(CC(=O)NCCc1c[nH]c3ccccc13)C2=O (stereo not given)
    i	1.0
> COc1ccc(OC)c(C(=O)COC(=O)c2cccnc2SC)c1
    i	1.0
> NS(=O)(=O)c1cc(Br)c2c(c1)S(=O)(=O)NCN2
    i	1.5
> COc1ccc(C(=O)OCc2ccc(C)cc2)cc1S(=O)(=O)N1CCOCC1
    i	0.2
> O=C(NCCS(=O)(=O)N1CCN(c2ccc(F)cc2)CC1)c1ccco1
    i	0.6
> COc1ccc(S(=O)(=O)N2CCC(C(N)=O)CC2)cc1
    i	2.3
> COc1ccccc1CN(C)C(=O)COC(=O)c1c(C)noc1C
    i	0.7
> CC(=O)Nc1ccc(-c2csc(NC(=O)C3CSC4(C)CCC(=O)N34)n2)cc1 (stereo not given)
    i	0.8
> Cc1cc(C)c2c(CN3CCCC3)cc(=O)oc2c1
    i	0.7
> Nc1nc2ccc(Cl)cc2cc1C(=O)NCc1ccc(Oc2ccccc2)cc1
    i	3.9
> Cc1cc(OCC(=O)OC(C)C(=O)NC2CC2)c(C(C)C)cc1Cl (stereo not given)
    i	0.3
> COc1cccc(N2[C@@H](CC(C)=O)c3ccc(/C=C/C(C)=O)cc3S2(=O)=O)c1
    i	5.0
> Cc1cccc(COC(=O)CCCNC(=O)c2ccc(Cl)cc2)c1
    i	1.9
> COc1ccc(/C=N/NC(=O)c2ccc(-n3cnnn3)cc2)cc1
    i	0.6
> CS(=O)(=O)Cc1nc2ccccc2n1CC(=O)Nc1cccc(S(=O)(=O)N2CCCC2)c1
    ?	·
> COCc1c(C(=O)Nc2ccc(C)c(S(=O)(=O)N3CCOCC3)c2)oc2ccccc12
    i	1.3
> CNc1snc(C)c1C(=O)OC(C)C(=O)Nc1cccc(C)c1 (stereo not given)
    i	1.7
> Nc1nc2c(Br)ccc(Br)c2cc1C(=O)NCCc1ccccc1
    i	0.7
> Cc1csc2nc(COC(=O)c3ccc(Cl)c([N+](=O)[O-])c3)cc(=O)n12
    i	0.6
> Cc1ccc(NC(C(=O)c2ccccc2)c2ccccc2)cc1 (stereo not given)
    i	0.8
> CC(C)(C)OC(=O)NCCc1nc(NC(=O)OCc2ccccc2)sc1C(=O)O
    i	3.0
> CCN(CC)C(=O)C1=C(C)N(Cc2ccccc2)C(=O)C(CC(=O)NC2CCCC2)C1 (stereo not given)
    i	1.8
> COc1ccccc1-c1csc(Nc2ccc(Oc3ccccc3)cc2)n1
    i	0.6
> CCOc1ccc(C(=O)N2CCN(S(=O)(=O)c3ccc4c(c3)OCCO4)CC2)cc1OCC
    i	0.8
> COc1cc(NC(=O)c2cc(S(=O)(=O)N3CCCCC3)ccc2N2CCOCC2)cc(OC)c1OC
    i	0.7
> CC(C)(C)NC(=O)C(c1ccncc1)n1c(=O)c(-c2ccco2)nc2ccccc21 (stereo not given)
    i	3.7
> CC[C@@]1(C(=O)OC)N[C@H](CN(C)C(=O)Nc2ccc(F)cc2)[C@@H]2C(=O)N(C)C(=O)[C@@H]21
    i	1.7
> CCOC(=O)c1ccc(NC(=O)C2=C(C)Nc3nc(CCCO)nn3C2c2ccc(OC)cc2)cc1 (stereo not given)
    i	0.7

# An excerpt; count on the stated rates, not on these rows.
